Kir21 block: Kir2.1 (mouse) channel inhibition. HEK293-Kir2.1, FluxOR thallium flux fluorescence; stronger effect = lower value. B-score at 10 µM. 0.85% of 310,000 active. AID 1672;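 active = fluorescence ratio B-score at or below minus 3 SD of library scores, with starting-brightness B-score within 2 SD, cut at about -4.2 in these data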;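 also: channel flux triggered by added potassium and thallium sulfate stimulus; B-score of peak minus minimum fluorescence over baseline after thallium stimulus; more negative B-score means stronger Kir2.1 block with less thallium influx; some compounds called inactive have numbers as strong as hits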
Target sequence (P35561 whole entry, looked up): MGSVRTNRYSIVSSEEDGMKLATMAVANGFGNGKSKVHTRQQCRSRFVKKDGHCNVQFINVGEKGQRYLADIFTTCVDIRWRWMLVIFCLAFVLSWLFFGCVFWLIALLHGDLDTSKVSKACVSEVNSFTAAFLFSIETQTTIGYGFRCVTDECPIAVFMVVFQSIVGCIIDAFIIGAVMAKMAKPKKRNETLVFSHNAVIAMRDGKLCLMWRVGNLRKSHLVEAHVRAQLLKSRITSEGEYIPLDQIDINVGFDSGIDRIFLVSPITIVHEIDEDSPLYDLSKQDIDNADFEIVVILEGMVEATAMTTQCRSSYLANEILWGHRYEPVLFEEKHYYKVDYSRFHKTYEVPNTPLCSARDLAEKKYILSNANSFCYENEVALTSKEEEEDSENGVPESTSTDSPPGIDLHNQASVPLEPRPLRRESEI
STK33 kinase inh: human STK33 kinase inhibition | Q9BYT3 | purified STK33, MBP phosphorylation, ADP-Glo luminescence | inhibition, % at 10 µM | 0.073% of 320,000 active;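 active = inhibition at or above 25%, using the most active replicate where run in duplicate; inactive = inhibition below 25%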
Target sequence (Q9BYT3 whole entry, looked up): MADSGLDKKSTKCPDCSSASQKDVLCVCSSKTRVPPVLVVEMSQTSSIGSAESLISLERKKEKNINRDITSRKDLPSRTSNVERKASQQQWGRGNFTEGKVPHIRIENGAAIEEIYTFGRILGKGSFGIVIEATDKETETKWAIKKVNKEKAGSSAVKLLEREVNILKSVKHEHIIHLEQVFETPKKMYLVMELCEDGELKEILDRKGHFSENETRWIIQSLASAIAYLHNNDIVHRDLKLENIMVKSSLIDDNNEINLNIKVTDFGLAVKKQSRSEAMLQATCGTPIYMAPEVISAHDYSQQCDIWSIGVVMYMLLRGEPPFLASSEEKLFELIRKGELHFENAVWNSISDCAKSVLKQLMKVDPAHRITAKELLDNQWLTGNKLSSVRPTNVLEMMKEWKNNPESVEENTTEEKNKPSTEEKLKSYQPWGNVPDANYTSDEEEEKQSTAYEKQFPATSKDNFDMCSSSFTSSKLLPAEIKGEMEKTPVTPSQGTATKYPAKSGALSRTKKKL
An asterisk follows results filed as active.

The opening 5 compounds, to show the layout:
`N#Cc1c2c(c(NCCN3CCOCC3)n3c1nc1ccccc13)CCCC2` gave Kir21 block -1 and STK33 kinase inh 4.1.
CCCNC(=O)c1ccc(C2SCC(=O)N2CCc2ccccc2)cc1 (stereo not drawn) was read as Kir21 block 0.23 and STK33 kinase inh -2.3.
`CC1=CC2=NC(=O)/C(=C\c3cccn3CCOc3cc(C)ccc3C)C(=N)N2O1` gave Kir21 block -1.3 and STK33 kinase inh -0.7.
COc1ccc(NS(=O)(=O)c2cn(C)cn2)cc1 was read as Kir21 block -2 and STK33 kinase inh -1.3.
`COc1cc(/C=N/NC(=O)c2ccc3c(c2)OCO3)ccc1O` gave Kir21 block 0.07 and STK33 kinase inh 0.8.

Results, from the first entry:
`N#Cc1c2c(c(NCCN3CCOCC3)n3c1nc1ccccc13)CCCC2` gave Kir21 block -1 and STK33 kinase inh 4.1.
CCCNC(=O)c1ccc(C2SCC(=O)N2CCc2ccccc2)cc1 (stereo not drawn) was read as Kir21 block 0.23 and STK33 kinase inh -2.3.
`CC1=CC2=NC(=O)/C(=C\c3cccn3CCOc3cc(C)ccc3C)C(=N)N2O1` gave Kir21 block -1.3 and STK33 kinase inh -0.7.
COc1ccc(NS(=O)(=O)c2cn(C)cn2)cc1 was read as Kir21 block -2 and STK33 kinase inh -1.3.
`COc1cc(/C=N/NC(=O)c2ccc3c(c2)OCO3)ccc1O` gave Kir21 block 0.07 and STK33 kinase inh 0.8.
CCOc1ccc(NS(=O)(=O)c2ccc(C)c(C(N)=O)c2)cc1 was read as Kir21 block -0.79 and STK33 kinase inh 0.2.
For CCn1cc(/C=C2\SC(=O)N(CC(=O)Nc3ccc4c(c3)OCO4)C2=O)c2ccccc21 the results were STK33 kinase inh 0.7.
Cc1ccsc1/C=N/NC(=O)Nc1ccccc1 was read as Kir21 block 0.01.
For Clc1cccc(C2=NOC(c3nnc(-c4ccccc4)o3)C2)c1 (stereo not drawn) the results were Kir21 block 0.18 and STK33 kinase inh -0.6.
Screening C=CCN(CC=C)C(=O)C[n+]1ccc(C(N)=O)cc1 returned Kir21 block -0.64 and STK33 kinase inh -1.3.
For O=C(CNc1cccc(C(F)(F)F)c1)N/N=C/c1cccc(Br)c1 the results were Kir21 block 0.56 and STK33 kinase inh -1.5.
`COC(=O)c1ccc(NC(=O)CSc2nc3[nH]ncc3c(=O)[nH]2)cc1` gave Kir21 block 1.7 and STK33 kinase inh -0.3.
`N=c1c(C(=O)NC2CCCC2)cc2c(=O)n3ccccc3nc2n1CCN1CCOCC1` gave Kir21 block 1.2 and STK33 kinase inh -1.7.
For CC1(C)C(Cl)C(=O)C(C(=O)c2ccccc2)C(=O)C1Cl (stereo not drawn) the results were Kir21 block -0.05 and STK33 kinase inh 0.2.
`CC(C)(C)C1CCc2sc(-c3nnc(CCl)o3)cc2C1` (stereo not drawn) gave Kir21 block 0.09 and STK33 kinase inh 0.2.
For Cc1ccc2nc(-c3ccncc3)cc(C(=O)Nc3ccc(F)cc3C)c2c1 the results were Kir21 block -0.01 and STK33 kinase inh -1.5.
Screening COCCNC(=O)c1ccc(Cn2c(=S)[nH]c3cc4c(cc3c2=O)OCO4)cc1 returned Kir21 block 1.7 and STK33 kinase inh 1.0.
For O=c1[nH]c(-c2ccc(Cl)cc2)nc(=S)[nH]1 the results were Kir21 block -0.38 and STK33 kinase inh 0.1.
CCOc1ccc(Nc2nc(Cc3nnc(SCC(=O)NCC4CCCO4)n3C)cs2)cc1 (stereo not drawn) was read as Kir21 block -1.6 and STK33 kinase inh 0.4.
`O=C(O)CCCn1cc(NC(=O)COc2ccccc2F)cn1` gave Kir21 block 1.2 and STK33 kinase inh -0.2.
CCOC(=O)C1=C(C)NC2=C(C(=O)CCC2)C1c1cn(Cc2ccc(Cl)cc2Cl)nc1-c1ccccc1 (stereo not drawn) was read as Kir21 block -0.11 and STK33 kinase inh -1.2.
For COc1ccc(/C(C)=N/Nc2ccccc2Cl)c(O)c1 the results were Kir21 block -0.55 and STK33 kinase inh -1.5.
CN(CCc1ccccn1)C(=S)NC(=O)c1ccco1 was read as Kir21 block -0.79 and STK33 kinase inh -0.5.
Screening CCOC(=O)N1CCc2c(sc3nc4n(c(=O)c23)N=C(c2ccc(OC)cc2)CS4)C1 returned Kir21 block -0.11 and STK33 kinase inh -0.4.
For Cc1ccccc1NC(=O)Cc1cn(C)c2ccccc12 the results were Kir21 block 0.09 and STK33 kinase inh 1.6.
CCn1c(C)c(C(C)=O)c(N2CCCC2)nc1=S was read as Kir21 block 0.21 and STK33 kinase inh -0.9.
Screening O=C(Nc1ccc(C2SCCS2)cc1)c1ccccc1 returned Kir21 block 0.88 and STK33 kinase inh -0.3.
For CCC(C)CCN1CCN=C1N(C)C (stereo not drawn) the results were STK33 kinase inh 2.1.
Screening O=C(Cc1ccc(Br)cc1)N1CCc2ccccc2C1 returned Kir21 block 1.4 and STK33 kinase inh -0.2.
Screening CC1CN(CC(=O)Nc2ccc(S(N)(=O)=O)cc2)CC(C)O1 (stereo not drawn) returned Kir21 block 0.42 and STK33 kinase inh -0.6.
N#CCc1c(C#N)c(N)nc(N2CCCC(O)C2)c1C#N (stereo not drawn) was read as Kir21 block -0.58 and STK33 kinase inh 0.7.
`CCNC(=O)NC(=O)C(C)OC(=O)c1oc2ccc(OC)cc2c1C` (stereo not drawn) gave Kir21 block 0.04 and STK33 kinase inh -1.1.
Screening CC(=O)N1N=C(c2ccncc2)OC1(Cc1ccccc1)Cc1ccccc1 returned Kir21 block -2.5 and STK33 kinase inh -2.0.
For N#Cc1c(NC(=O)CSc2nnnn2C2CCCC2)sc2c1CCCC2 the results were Kir21 block -0.26 and STK33 kinase inh -0.9.
`Cc1cc(C(=O)CSc2nncs2)c(C)n1-c1c(C)n(C)n(-c2ccccc2)c1=O` gave Kir21 block 0.57 and STK33 kinase inh -1.5.
For CC(=O)CSc1nc(N)c(C#N)c(-c2cccs2)c1C#N the results were Kir21 block -0.7 and STK33 kinase inh -2.4.
`O=C(CCS(=O)(=O)c1ccc(Cl)cc1)N1CCN(c2ccc(F)cc2)CC1` gave STK33 kinase inh 0.9.
CN(Cc1ccccc1)C(=O)COC(=O)c1ccc(Cl)cc1N was read as Kir21 block -1.5 and STK33 kinase inh 0.6.
Screening O=C(N/N=C\c1ccc(Cl)cc1)C1=NOC2COC3(CCN(c4ccc([N+](=O)[O-])cc4)CC3)OCC12 (stereo not drawn) returned Kir21 block 1.7 and STK33 kinase inh 0.5.
Screening COCc1c(C(=O)OCC(=O)Nc2ccc(OC(F)F)cc2)oc2ccccc12 returned STK33 kinase inh -2.2.
`CCNC(=S)N1CCN(c2cccc(C(F)(F)F)c2)CC1` gave Kir21 block -1.6 and STK33 kinase inh 0.3.
Screening CCOc1ccccc1N1C(=O)CC(Nc2ccc(N3CCOCC3)cc2)C1=O (stereo not drawn) returned Kir21 block 0.5 and STK33 kinase inh 0.0.
For COc1cc(C(F)(F)F)nc2ccc(C#CCOC(=O)Nc3ccccc3)cc12 the results were Kir21 block -3.5 and STK33 kinase inh -2.8.
Cc1nn(CC(=O)N2CCC(C)CC2)c(=O)c2cccn12 was read as Kir21 block 0.78 and STK33 kinase inh -0.3.
For CC(=O)Nc1ccc(S(=O)(=O)N(C)CC(=O)NC2=NCCS2)cc1 the results were Kir21 block -1.3 and STK33 kinase inh -0.5.
Screening COc1cc(NC(=O)CCNS(=O)(=O)c2cc(Br)cnc2N)cc(OC)c1 returned Kir21 block -0.63 and STK33 kinase inh -0.4.
`COc1ccc(/C(N)=N/OC(=O)Cc2ccc(C)cc2)cc1` gave Kir21 block 0.61 and STK33 kinase inh 0.3.
`C[C@]12CCC3c4ccc(OCC(=O)O)cc4CCC3C1CCC2=O` (stereo partly drawn) gave Kir21 block -0.57 and STK33 kinase inh -1.1.
`C#CCn1cc(/C=N/Nc2nc3ccccc3[nH]2)c2ccccc21` gave Kir21 block -6.4* and STK33 kinase inh 0.5.
Screening Cn1nc([N+](=O)[O-])nc1S(C)(=O)=O returned Kir21 block -0.68.
For O=C(NCc1ccco1)c1cc(-c2ccncc2)nc2ccccc12 the results were Kir21 block -0.03 and STK33 kinase inh 2.2.
`CC1=NN(c2nc(-c3ccc(Cl)cc3)cs2)C(=O)C1` gave Kir21 block -1.4 and STK33 kinase inh -0.9.
`COCCCNC(=O)C1CCC(CNS(=O)(=O)c2ccc3c(c2)CC(C)N3C(=O)C2CC2)CC1` (stereo not drawn) gave Kir21 block -0.11 and STK33 kinase inh -2.5.
CC(C)(CNc1ccc(S(=O)(=O)C(F)(F)F)cc1[N+](=O)[O-])N1CCOCC1 was read as Kir21 block -0.14 and STK33 kinase inh 4.1.
`CN(C)c1ccc(NC(=O)c2cn(-c3ccccc3)nc2-c2cccs2)cc1` gave Kir21 block -0.3 and STK33 kinase inh -0.7.
O=C(COC(=O)c1ccc(F)cc1F)Nc1ncccn1 was read as Kir21 block 0.98 and STK33 kinase inh 2.9.
COc1cccc(/C=C2\SC(=S)N(CCC(=O)NCCc3ccc(O)cc3)C2=O)c1 was read as Kir21 block -0.68 and STK33 kinase inh -3.5.
O=C(NCc1ccccc1)c1noc2c1CCCC2 was read as Kir21 block -1.7 and STK33 kinase inh -0.6.
For O=C(O)c1ccc2c(c1)C(=O)N(c1ccc([N+](=O)[O-])cn1)C2=O the results were Kir21 block -1.
For O=C(Nc1ccc(C(=O)N2CCC(N3CCCC3)CC2)cc1)c1ccc(Br)o1 the results were STK33 kinase inh 2.3.
Screening O=C(CSc1ccc(-c2ccccn2)nn1)NC1CCCCC1 returned Kir21 block -1.7 and STK33 kinase inh -1.6.
Screening O=C(Cc1cccs1)NCCc1cn2ccccc2n1 returned Kir21 block 0.14 and STK33 kinase inh -0.3.
COc1ccc(NC(=O)NCc2ccc3c(c2)OCO3)cc1OC was read as Kir21 block -2.1 and STK33 kinase inh -4.5.
CCC(Oc1ccccc1)C(=O)Nc1ccccc1N1CCCC1 (stereo not drawn) was read as Kir21 block -5.5* and STK33 kinase inh 0.0.
For Cc1cc(C(=O)OCC(=O)N2CCC(C)CC2)c2ccccc2n1 the results were STK33 kinase inh -0.3.
`Cc1ccc(SC[C@H](C)CN2CC[C@H](C(C)(C)C)CCC2=O)cc1` gave Kir21 block -2.1 and STK33 kinase inh 1.1.
For CCOC(=O)C1=NN(c2ccccc2)C(=O)/C1=C\c1ccc(N(C)C)cc1 the results were Kir21 block -2.1 and STK33 kinase inh -0.3.
Screening Cc1cc(S(=O)(=O)N2CCCC2)ccc1OCC(=O)N1CCCCC1 returned Kir21 block 1.6 and STK33 kinase inh -0.6.
Screening CC(C)(CCl)C(=O)Nc1ccc(OC(F)(F)F)cc1 returned Kir21 block 2.6 and STK33 kinase inh -1.0.
`CCNC(=S)N/N=C/c1ccc(OCC(=O)Nc2ccc(C)cc2)cc1` gave Kir21 block 2.2 and STK33 kinase inh -0.1.
`Cc1cccc(C(=O)NC(=S)Nc2ccc(S(=O)(=O)N3CCN(C)CC3)cc2)c1` gave Kir21 block 0.94 and STK33 kinase inh -0.8.
O=C(N/N=C1/CC2C=CCC12)c1ccc(Br)o1 (stereo not drawn) was read as Kir21 block 1.4 and STK33 kinase inh 0.4.
`Cc1cc(C)c2c(N)c(C(=O)NN3CC(=O)N(c4ccccc4)CC3=O)sc2n1` gave Kir21 block 1.1 and STK33 kinase inh -0.5.
Screening CC(C)S(=O)(=O)c1cnc(N2CCOCC2)nc1N returned Kir21 block 1.2 and STK33 kinase inh 3.5.
Screening CCc1nnc(NC(=O)OCc2ccccc2)s1 returned Kir21 block -0.67 and STK33 kinase inh -1.3.
`CC(=O)Nc1ccc(NC(=O)CSc2ccc(-c3cccs3)nn2)cc1` gave Kir21 block 0.93 and STK33 kinase inh -0.4.
For C=C(C)C1CC=C(C)/C(=N/NC(=O)CNc2ccc(OCC)cc2)C1 (stereo not drawn) the results were Kir21 block 0.76 and STK33 kinase inh -0.7.
For CCc1sc(C(=O)Nc2cc(Cl)ccc2N2CCCCC2)cc1C the results were Kir21 block 1.1 and STK33 kinase inh 0.1.
`Cc1ccc(NC(=S)NC(NC(=O)C(C)(C)C)C(Cl)(Cl)Cl)c(C)c1` (stereo not drawn) gave Kir21 block -1.3 and STK33 kinase inh -3.4.
Screening Cc1cccc(OCC(=O)Nc2ccc3c(c2)nc(CCN2CCN(C)CC2)n3C)c1 returned Kir21 block -0.05 and STK33 kinase inh 0.6.
Screening CCOc1ccccc1C(=O)NCC(=O)NCc1ccc(S(=O)(=O)N2CCOCC2)cc1 returned STK33 kinase inh -0.3.
Cc1nn(CC(=O)N(C)C2CCC(C)CC2)c(C)c1S(=O)(=O)N(C)C (stereo not drawn) was read as STK33 kinase inh 0.4.
C[N+](C)(C)CCCN1C(=O)CCCC1=O was read as Kir21 block 1.8 and STK33 kinase inh -0.2.
`CN1CCN(Cc2c(O)ccc3c(=O)c(Oc4ccccc4Cl)c(C(F)(F)F)oc23)CC1` gave Kir21 block -1.1 and STK33 kinase inh -0.6.
For COc1ccc(C)cc1S(=O)(=O)N(C)CC(=O)NCc1ccncc1 the results were Kir21 block 1.3 and STK33 kinase inh -2.1.
Screening CC(=O)Nc1ccc(NC(=O)COC(=O)C2c3ccccc3Oc3ccccc32)cc1 returned Kir21 block 0.01.
For Cc1cn(-c2cccnc2)c(C)c1CNC[C@H]1O[C@@H](n2cnc3c(N)ncnc32)[C@H](O)[C@@H]1O the results were STK33 kinase inh -0.3.
For COc1ccc(CNc2nc3ccccc3n2CCN2CCOCC2)cc1 the results were Kir21 block -0.79 and STK33 kinase inh -1.6.
COC(=O)c1scc(C)c1NC(=O)c1cccc(C#N)c1 was read as Kir21 block 0.1 and STK33 kinase inh -1.3.

2 consecutive records already listed:
Screening CC(=O)Nc1ccc(NC(=O)COC(=O)C2c3ccccc3Oc3ccccc32)cc1 returned Kir21 block 0.01.
For Cc1cn(-c2cccnc2)c(C)c1CNC[C@H]1O[C@@H](n2cnc3c(N)ncnc32)[C@H](O)[C@@H]1O the results were STK33 kinase inh -0.3.

Compound activity from PubChem.
